# From PubChem BioAssay
# GAA glycogen mod – alters human alpha-glucosidase cleavage of glycogen; hit rate 0.38% among 300,000; AID 2100; P10253; recombinant GAA, glycogen substrate, Amplex Red glucose oxidase fluorescence; Potency, µM (series often up to 76.4 µM), for inactives: top-dose activity change, negative = inhibition, hits mostly inhibitors;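 further: 0% = full enzyme reaction and -100% = no-enzyme basal signal; the screen sought inhibitors and activators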
#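 Recombinant human enzyme (4 nM); glycogen substrate; 37 C, 40 min, pH 5.0. Readout: coupled glucose oxidase/Amplex Red fluorescence.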
# aGlu spleen mod – inhibitors or activators of human alpha-glucosidase in spleen homogenate; human spleen homogenate, 4-MU-alpha-glucoside fluorescence; AID 2112; P10253; Potency, µM (titrated, usually from 79.9 µM), without a hit: top-dose activity change, negative = inhibition, actives largely listed as inhibitors; hit rate 0.006% among 240,000;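 further: 0% = enzyme with vehicle and -100% = no enzyme basal signal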
#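 Human spleen homogenate (1 ug) incubated with compounds and 1 mM 4-methylumbelliferyl-alpha-D-glucopyranoside in pH 5.0 citrate/phosphate buffer, 37 C, 40 min. Stopped at pH 10; 4-MU fluorescence (Ex 365/Em 440 nm); AC50 by Hill fit.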
# Epigenetic derep – epigenetic control regulation, reporter derepression | murine LDR cells, GFP reporter derepression, 30 h | Potency, µM (series often up to 53.9 µM), for the others: top-dose GFP activation, hits mostly activators | hit rate 0.2% among 280,000 | AID 1865; further: % of control where 0% means no effect; nearly all actives have a fitted effect of over 60% in size
#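 Murine LDR cells bearing a silenced CMV-driven GFP reporter were exposed to compound for 30 h at 37 C. After PBS washes, GFP-positive cells (20-120 um objects) counted by laser-scanning microplate cytometry.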
# Tau fluor counter – counter-screen for tau fibril formation inhibitors | tau K18 P301L Alexa594 fluorescence, heparin fibrillization | Potency, µM (titrated, usually from 57.7 µM), without a hit: top-dose activity change, negative = decrease | hit rate 0.93% among 280,000 | AID 1463; further: on the % scale 0 is the no-effect control and ±100 the full control effect; nearly all actives have a fitted effect of over 55% in size
#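 Human tau K18 P301L (15 uM unlabeled, 0.24 uM Alexa 594-labeled) in 100 mM sodium acetate pH 7 with 20 uM heparin, 6 hr at 37 C. ThT 30 uM added, 1 hr ambient; Alexa 594 FP and total fluorescence read at 555/632 nm.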
# GAA inhib – alpha-glucosidase (human) inhibition. AID 1466. Potency, µM (titrated, usually from 76.9 µM), without a hit: at the top dose activity change, negative = inhibition, hits mostly inhibitors. P10253. hit rate 0.005% among 200,000. purified human GAA, 4-MU-alpha-glucoside fluorescence;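 further: plate controls were uninhibited enzyme wells for no effect and no-enzyme background for full effect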
#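 Human enzyme at 4 nM with 400 uM 4-methylumbelliferyl-alpha-D-pyranoside, citrate/phosphate buffer pH 5.0, 0.005% Tween-20, 20 min at room temperature. Compounds up to 77 uM. 4-MU fluorescence (Ex 365/Em 440) read after NaOH/glycine stop; AC50 from Hill fit.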
# ALDH1A1 block – inhibitors of human aldehyde dehydrogenase 1A1. Purified ALDH1A1, NADH fluorescence, propionaldehyde substrate. Potency, µM (doses to about 75.3 µM), inactives show at the top dose activity, negative = inhibition, most hits filed as inhibitors. hit rate 7.3% among 220,000. AID 1030; active means well fitted inhibition curve with a large enough effect, not every such curve was filed as active; inconclusive means small, poorly fitted or top-dose-only effect, or another doubt; inactive means no such curve, though single readings can be large or run the other way;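 further: plate controls were no enzyme wells and a reference inhibitor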
# NPSR antagonist – antagonists of human neuropeptide S receptor cAMP signaling; hit rate 1% among 220,000; AID 1461; CHO-NPSR cells, cAMP TR-FRET, antagonist mode; Q6W5P4; Potency, µM (top dose mostly 38.3 µM), inactives show at the highest dose activity change, negative = inhibition, most hits filed as inhibitors; further: on the % scale 0 is the no-effect control and ±100 the full control effect; nearly all actives have a fitted effect of over 50% in size; many of its hits are not listed in these tables
# Target sequence (Q6W5P4 whole entry, looked up): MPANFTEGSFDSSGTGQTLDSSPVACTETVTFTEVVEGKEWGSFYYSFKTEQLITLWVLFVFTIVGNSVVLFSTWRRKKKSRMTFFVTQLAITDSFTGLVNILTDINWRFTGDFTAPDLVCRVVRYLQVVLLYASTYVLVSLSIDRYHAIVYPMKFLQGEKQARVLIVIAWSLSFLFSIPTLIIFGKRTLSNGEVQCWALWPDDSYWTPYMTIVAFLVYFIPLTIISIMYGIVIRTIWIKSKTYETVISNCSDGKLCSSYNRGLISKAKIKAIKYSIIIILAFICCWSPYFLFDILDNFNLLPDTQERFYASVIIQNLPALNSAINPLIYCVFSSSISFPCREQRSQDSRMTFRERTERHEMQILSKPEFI
# GLA spleen mod – inhibits or activates alpha-galactosidase in human spleen homogenate | P06280 | human spleen homogenate, 4MU-alpha-Gal fluorescence, 40 min | Potency, µM (titrated, usually from 80 µM), for inactives: at the highest dose activity change, negative = inhibition, actives largely listed as inhibitors | hit rate 0.008% among 240,000 | AID 2107;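 further: 0% = enzyme with vehicle and -100% = no enzyme basal signal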
# Target sequence (P06280 32-429 limits assumed): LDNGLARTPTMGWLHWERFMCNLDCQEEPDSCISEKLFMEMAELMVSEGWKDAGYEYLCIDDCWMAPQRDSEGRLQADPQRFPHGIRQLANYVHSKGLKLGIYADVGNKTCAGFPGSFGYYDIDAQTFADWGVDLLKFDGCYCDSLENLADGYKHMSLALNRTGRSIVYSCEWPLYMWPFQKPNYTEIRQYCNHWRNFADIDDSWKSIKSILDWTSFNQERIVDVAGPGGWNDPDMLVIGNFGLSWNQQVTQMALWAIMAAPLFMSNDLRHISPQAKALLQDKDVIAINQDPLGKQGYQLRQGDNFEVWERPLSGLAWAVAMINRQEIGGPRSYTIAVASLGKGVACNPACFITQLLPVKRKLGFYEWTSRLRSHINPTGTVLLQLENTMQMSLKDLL
#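 Fluorogenic readout (Ex 365/Em 440 nm) of 4-methylumbelliferone released from 1 mM 4-MU-alpha-galactoside by spleen homogenate, 40 min at 37C, pH 5.0. Data normalized to no-enzyme and enzyme controls; Hill-equation AC50 from compound titrations.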
# An asterisk follows results filed as active; ? = inconclusive; . = no result given; [ ] = remark or other dose. Unless noted, the call rests on the fitted dose curve; in most records, active means well fitted curve in the direction sought with a large enough effect; inconclusive means small, poorly fitted or top-dose-only effect, or another doubt; inactive means no such curve, though single readings can be large; an effect the other way counts as inactive or inconclusive. Potency means the concentration at half of the fitted maximal effect. Only part of the results is shown. The share of hits here may be higher or lower than overall.
SMILES,GAA glycogen mod,aGlu spleen mod,Epigenetic derep,Tau fluor counter,GAA inhib,ALDH1A1 block,NPSR antagonist,GLA spleen mod
CCCN(CC1CC1)S(=O)(=O)c1ccc(-n2cnnn2)c(OC)c1,2%,-2%,0.0%,-2%,-3%,21%,-25%[46.1 µM],-7%
COc1cnc(-c2ccccc2)nc1Oc1ccc(C(C)(C)C)cc1,-9%,4%,-0.9%,-21%,-4%,10%,?,0%
CC(C)CNC(=O)C1CCN(c2ccc(S(=O)(=O)N3CCOCC3)cc2[N+](=O)[O-])CC1,-11%,-3%,-0.9%,0%,.,.,5%,10%
O=C(NCc1ccncc1)C1CCCCC1,8%,-14%,-1.0%,10%,?,10%,3%[46.1 µM],7%
Cc1cccc(-n2c(-c3cccc([N+](=O)[O-])c3)nc3nc4ccccc4nc32)c1,6%,-3%,-2.9%,-2%,5%,6%,-54%,3%
Cn1c(SCC(=O)N2CCN(c3cccc(Cl)c3)CC2)nnc1-c1ccncc1,2%,-2%,-2.3%,-3%,1%,10%,-2%[46.1 µM],-8%
CC1(C)Nc2ccccc2C(=O)N1NC(=O)c1ccccc1,9%,-1%,2.3%,-4%,2%,?,19%,5%
CCCn1c(C)nc2c(NC3CCCCC3)nc(C)nc21,.,9%,2.3%,-11%,.,2%,.,9%
O=C(COC(=O)/C=C/C(=O)OCC(=O)Nc1ccccc1F)Nc1ccccc1F,-4%,1%,-0.3%,14%,.,.,-13%[7.67 µM],8%
Cc1ccc(Nc2nc(N)c([N+](=O)[O-])c(N3CCOCC3)n2)cc1C,-3%,-3%,-1.5%,0%,-5%,?,5%,-9%
O=c1[nH]c2ccc(NC(=S)Nc3ccc(F)cc3)cc2[nH]1,-12%,-3%,-0.3%,-22%,-1%,?,-5%,-10%
CCOC(=O)C1CCN(S(=O)(=O)c2cc(Br)cc3c2N(C(C)=O)C(C)C3)CC1 (configuration not stated),-24%,0%,-9.5%,4%,-10%,13%,-26%[46.1 µM],-3%
CCCS(=O)(=O)c1c(S(=O)(=O)CCC)c2cnccn2c1C(=O)c1ccc(OC)cc1,2%,1%,0.1%,-8%,.,.,-6%,0%
CCOC(=O)C1=C(C)N(C)C(=S)NC1c1cc(OC)ccc1OC (configuration not stated),-12%,-4%,-0.6%,-6%,-5%,-14%,-9%,7%
CCOC(=O)c1c(-c2ccc(OC)cc2)cn2ccccc12,2%,-8%,?,-9%,?,?,-9%,2%

# Whole records, looked up by structure:
# COc1cnc(-c2ccccc2)nc1Oc1ccc(C(C)(C)C)cc1 in the list: GAA glycogen mod: -9%; aGlu spleen mod: 4%; Epigenetic derep: -0.9%; Tau fluor counter: -21%; GAA inhib: -4%; ALDH1A1 block: 10%; NPSR antagonist: ?; GLA spleen mod: 0%
# Cc1ccc(Nc2nc(N)c([N+](=O)[O-])c(N3CCOCC3)n2)cc1C in the list: GAA glycogen mod: -3%; aGlu spleen mod: -3%; Epigenetic derep: -1.5%; Tau fluor counter: 0%; GAA inhib: -5%; ALDH1A1 block: ?; NPSR antagonist: 5%; GLA spleen mod: -9%

# (listing goes on)
SMILES,GAA glycogen mod,aGlu spleen mod,Epigenetic derep,Tau fluor counter,GAA inhib,ALDH1A1 block,NPSR antagonist,GLA spleen mod
O=C(O)c1ccc(-n2[nH]c3c(c2=O)CCCC3)cc1,-17%,3%,1.5%,-4%,1%,?,-8%,2%
CCOc1ccc(-c2cc(CCCC(=O)N3CCN(c4ccc(OC)cc4)CC3)no2)cc1,0%,-3%,0.0%,-5%,-1%,20µM*,13%,2%
Cc1csc(C(=O)O)c1-n1cccc1,-4%,-9%,-1.3%,-6%,4%,-6%,-1%[46.1 µM],-12%
C=CCn1c(SCC(=O)Nc2ncc(Cc3cc(C(F)(F)F)ccc3Cl)s2)nnc1-c1ccncc1,2%,1%,-0.2%,1%,0%,4%,10%[46.1 µM],-6%
COc1c(OC2OC(C(=O)O)C(O)C(O)C2O)cc(O)c2c(=O)cc(-c3ccccc3)oc12 (configuration not stated),-13%,-16%,0.0%,-6%,0%[15.4 µM],?,0%,-14%
C=COCCNC(=S)Nc1cccc(Cl)c1,-8%,6%,3.3%,-1%,14%,-7%,-5%,10%
Cc1cc(C)n2nc(C(=O)OCC(=O)c3c[nH]c4ccccc34)nc2n1,2%,-4%,-0.1%,-5%,3%,8%,5%,-11%
Cc1ccc(-n2c(-c3nn(C)cc3Cl)n[nH]c2=S)cc1,-2%,-4%,-1.0%,1%,1%,1%,0%,-4%
O=C(Oc1c(CN2CCOCC2)cc(Cl)c2cccnc12)c1ccccc1,-2%,1%,18%,-20%,2%,-4%,-34%,0%
O=C(NC1CCCC1)c1ccc(CSCc2ccccc2F)o1,-10%,-2%,3.2%,-13%,2%,?,-20%[46.1 µM],-3%
CC(=O)Nc1nc(-c2ccc3c(c2)OCO3)cs1,2%,1%,1.1%,-32%,.,.,0%,-3%
CC1CCN(C(=O)C2Cc3ccccc3CN2S(=O)(=O)c2ccc(F)cc2)CC1 (configuration not stated),-4%,2%,0.8%,-14%,-2%,-2%,-8%[46.1 µM],9%
Cc1c(Cl)c([N+](=O)[O-])nn1CC(=O)NCc1cccs1,7%,-1%,0.0%,-7%,1%,2%,7%,4%
CCCC(=O)N1CCN(c2ccc(NC(=O)c3ccc([N+](=O)[O-])o3)cc2Cl)CC1,-16%,.,?,-27%,-15%,18µM*,4µM*,-3%
COc1ccc(S(=O)(=O)N2CCC(C(=O)Nc3c(F)cccc3F)CC2)cc1,9%,-13%,-1.0%,-3%,3%,?,-10%,-7%

# Some of these compounds in order of the NPSR antagonist value, falling:
Structure	GAA glycogen mod	aGlu spleen mod	Epigenetic derep	GAA inhib	ALDH1A1 block	NPSR antagonist
CCOc1ccc(-c2cc(CCCC(=O)N3CCN(c4ccc(OC)cc4)CC3)no2)cc1	0%	-3%	0.0%	-1%	20µM*	13%
Cc1ccc(-n2c(-c3nn(C)cc3Cl)n[nH]c2=S)cc1	-2%	-4%	-1.0%	1%	1%	0%
COc1ccc(S(=O)(=O)N2CCC(C(=O)Nc3c(F)cccc3F)CC2)cc1	9%	-13%	-1.0%	3%	?	-10%
O=C(Oc1c(CN2CCOCC2)cc(Cl)c2cccnc12)c1ccccc1	-2%	1%	18%	2%	-4%	-34%

# The listing continues.
SMILES,GAA glycogen mod,aGlu spleen mod,Epigenetic derep,Tau fluor counter,GAA inhib,ALDH1A1 block,NPSR antagonist,GLA spleen mod
Cc1c(NC(=O)c2cnn3cccnc23)c(=O)n(-c2ccccc2)n1C,-14%,-13%,-1.1%,-1%,-3%,5%,-4%[46.1 µM],-10%
COc1ccc(OC)c2c1nc1n2CCS1,7%,-1%,0.0%,1%,1%,?,7%,-2%
O=C(NC1CCN(Cc2ccccc2)CC1)C12CC3CC(CC(C3)C1)C2,1%,-7%,-1.2%,-6%,-7%,-8%,-6%[46.1 µM],0%
Cc1cccc(C)c1NC(=O)c1cccc2c1-c1ccccc1C2=O,0%,-2%,2.1%,-4%,2%,16%,9%,-1%
O=C(CSc1n[nH]c(=O)[nH]c1=O)Nc1ccccc1C(=O)c1ccccc1,9%,2%,-0.7%,-20%,.,.,28%,-4%
Cc1ccc2nc(-c3cccnc3)c(NC3CCCCC3)n2c1,-16%,-3%,0.0%,-2%,-2%,-6%,-3%,5%
O=C(O)C1C2C=CC(C2)C1C(=O)NCc1ccc2c(c1)OCO2 (configuration not stated),-6%,-8%,3.0%,-6%,0%,3%,-1%[46.1 µM],-2%
CCN(CC)C(=O)CC(c1ccccc1)c1ccco1 (configuration not stated),-3%,-9%,-2.1%,9%,-6%,-11%,-5%[46.1 µM],?
CCCCC(CC)CNC(=O)c1ccc2c(c1)OCO2 (configuration not stated),3%,-11%,1.0%,-5%,-10%,2%,-14%[46.1 µM],-10%
O=C(O)c1cccc(NC(=O)c2ccc3c(c2)C(=O)N(CC2CCCO2)C3=O)c1 (configuration not stated),-5%,3%,-0.2%,-10%,-3%,?,-11%[46.1 µM],5%
CCOCC(=O)Nc1nnc(C2CCCCC2)s1,-3%,-1%,16%,1%,0%,19µM*,0%[46.1 µM],3%
O=C(COC(=O)C1=COCCO1)Nc1ccccc1,5%,1%,0.0%,-9%,-1%,-1%,19%,4%
CC1(C)CC2CC(C)(CN2c2ncnc3ccc(Br)cc23)C1 (configuration not stated),7%,6%,5.0%,2%,1%,-8%,?,9%
COc1ccc2[nH]c(CN3CCN(C(C)C)C(CCO)C3)c(C)c2c1 (configuration not stated),-9%,-8%,-0.1%,-6%,9%,-2%,-14%,2%
CN(C)S(=O)(=O)c1ccc2c(c1)c(=O)c(C(=O)NCCCN1CCCCCC1)cn2C,-5%,-21%,0.0%,-11%,0%,15µM*,11%,-12%
Clc1cccc(N=C2NN=C(c3ccc4c(c3)OCCO4)CS2)c1,-2%,0%,-7.2%,?,0%,28µM*,-4%[46.1 µM],0%
COCCN1C(=O)c2ccccc2C(C(=O)N2CCN(c3ccccc3)CC2)C1c1ccc(F)cc1 (configuration not stated),-9%,1%,-1.0%,-9%,0%,5%,-14%[46.1 µM],-3%
CN1CCN(CC(=O)N2N=C(c3cccs3)CC2c2ccco2)CC1 (configuration not stated),0%,0%,-0.1%,9%,10%,-2%,7%,-2%
O=C(NC(=S)Nc1ccccn1)c1cccc([N+](=O)[O-])c1,-15%,2%,1.6%,-8%,4%[15.4 µM],-12%,-14%,-11%
Cc1ccc(SCCNS(=O)(=O)c2ccc3c(c2)OCCO3)cc1,-9%,-1%,0.0%,-22%,-9%,1.4µM*,3%[46.1 µM],-1%
O=C(CSc1nc2ccc(Cl)cc2o1)NCc1ccc2c(c1)OCO2,2%,-1%,-1.7%,-1%,-5%,-3%,-22%[46.1 µM],-2%
Cc1ccc(NC(=O)CSc2nc(NS(=O)(=O)c3ccccc3)cc(=O)[nH]2)cc1,-6%,-7%,1.0%,-21%,1%,-1%,-4%[46.1 µM],-8%
COc1ccc(/C=C/C(=O)Nc2ccc(C34CC5CC(CC(O)(C5)C3)C4)cc2)cc1OC,-11%,-4%,8.0%,?,-14%,-10%,-1%,-2%
CCS(=O)(=O)N1Cc2ccccc2CC1C(=O)Nc1ccc(C)cc1 (configuration not stated),-6%,-3%,16%,-14%,-4%,7%,-12%[46.1 µM],11%
